# Source: PubChem BioAssay
# E coli Lon inh: E. coli protease La inhibition | P0A9M0 | inhibition, % at 7.94 µM | purified E. coli Lon protease, fluorescence polarization | 360,000 tested, 0.42% active | AID 602123; in the data active = inhibition above about 13%, passing the limit was not always enough;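 note: 0% = enzyme with probe and DMSO and 100% = no enzyme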
# Target sequence (P0A9M0 whole entry, looked up): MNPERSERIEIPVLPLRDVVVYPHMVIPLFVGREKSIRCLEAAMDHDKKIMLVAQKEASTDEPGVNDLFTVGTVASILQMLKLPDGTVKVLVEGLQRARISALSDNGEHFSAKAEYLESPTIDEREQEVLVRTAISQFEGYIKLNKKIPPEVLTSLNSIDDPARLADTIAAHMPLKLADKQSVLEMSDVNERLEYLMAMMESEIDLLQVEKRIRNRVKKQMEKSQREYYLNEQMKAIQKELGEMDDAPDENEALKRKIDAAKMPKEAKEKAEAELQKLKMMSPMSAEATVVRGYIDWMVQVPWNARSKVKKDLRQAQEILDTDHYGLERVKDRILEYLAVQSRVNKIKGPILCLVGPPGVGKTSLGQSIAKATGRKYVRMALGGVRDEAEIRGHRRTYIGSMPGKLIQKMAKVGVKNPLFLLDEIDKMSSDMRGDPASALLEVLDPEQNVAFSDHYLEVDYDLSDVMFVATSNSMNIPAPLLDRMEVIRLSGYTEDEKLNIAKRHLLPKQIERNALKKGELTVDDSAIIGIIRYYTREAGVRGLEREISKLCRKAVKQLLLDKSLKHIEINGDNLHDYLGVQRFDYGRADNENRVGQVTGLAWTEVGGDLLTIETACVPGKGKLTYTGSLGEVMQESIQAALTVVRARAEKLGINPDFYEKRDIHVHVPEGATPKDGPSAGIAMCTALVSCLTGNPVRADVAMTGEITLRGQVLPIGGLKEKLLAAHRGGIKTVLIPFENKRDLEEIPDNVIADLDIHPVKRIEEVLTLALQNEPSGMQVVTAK
# MLLE-PAM2 inh: inhibitors of microRNA-mediated deadenylation, human PABP1 MLLE binding. P11940. GST-MLLE / FITC-PAM2 fluorescence polarization. inhibition, % at 20 µM. 360,000 tested, 0.36% active; in the data active = inhibition above about 35%, passing the limit was not always enough;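 note: plate controls were DMSO wells with GST-MLLE for no effect and wells lacking GST-MLLE protein for full effect; some results filed as inactive read as strong as hits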
# MsrA inh: inhibits bovine methionine sulfoxide reductase A; purified bovine MsrA, absorbance read-out; inhibition, % at 15.5 µM; 360,000 tested, 0.75% active; in the data active = inhibition above about 4.5%;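 note: 0% = vehicle wells with enzyme and 100% = reference inhibitor wells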
# NRP1-CendR mod: alters CendR peptide binding to human NRP-1 | O14786 | FAM-RPARPAR peptide binding to NRP-1, fluorescence polarization | inhibition, % at 25 µM | 360,000 tested, 0.85% active | AID 602438;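 active = inhibition or corrected inhibition above about 18%, plus a signal ratio from 0.5 to 1.5, limit read from the data, passing the limit was not always enough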; note: strong numbers were not always called active
# MT1-MMP act inh: blocks activation of human MT1-MMP | GFP/RFP ratio change, % at 20 µM | 360,000 tested, 0.061% active | AID 651647 | HT1080 RFP-PRO-GFP cells, GFP/RFP ratio fluorescence, overnight; percent of plate control window, DMSO zero | P50281;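 active = GFP/RFP ratio change of at least 30% with cell ATP level not reduced by more than half and red fluorescence within 50% of control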; note: strong numbers were not always called active
#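 Assay system: HT1080 RFP-PRO-GFP cells. Benchmarks: DMSO vehicle wells and RFP-L50D-GFP reporter cell wells. Times: overnight cell settling, then overnight compound exposure, 37 °C, 5% CO2. Compound: 20 µM single dose, 1% DMSO. Read-out basis: GFP/RFP fluorescence ratio.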
# FAS TE block: blocks the thioesterase domain of human fatty acid synthase; recombinant FAS-TE, OMFH fluorogenic substrate, fluorescence endpoint; inhibition, % at 15 µM; P49327; 360,000 tested, 0.67% active; AID 602261;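 active = compounds whose normalised, plate-corrected inhibition of enzyme fluorescence in the single-dose primary screen is 50% or more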;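 note: 0% = DMSO with enzyme and 100% = substrate without enzyme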
# SKN-1 block: C. elegans SKN-1 inhibition | C. elegans VP596 Pgst-4::GFP/RFP ratio, acrylamide-induced, 24 h | inhibition, % at 21.8 µM | 360,000 tested, 0.49% active | AID 624304;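 active = interference check ratio from 0.5 to 1.5 plus GFP to RFP signal ratio inhibition reaching or exceeding a fixed threshold, cut at about 30% in these data, passing the limit was not always enough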; note: some compounds called inactive have numbers as strong as hits
# Tb MetRS inh: Trypanosoma brucei MetRS inhibition. purified T. brucei MetRS, ATP depletion, Kinase-Glo luminescence. inhibition, % at 11.9 µM. 360,000 tested, 0.4% active. AID 624268;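 active = inhibition above a per-plate cutoff of the control wells' mean inhibition plus 3 SD, cut at about 5.5% in these data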;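 note: 0% = DMSO wells median and 100% = median of wells with control inhibitor compound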
#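 Material – parasite MetRS enzyme · Medium – HEPES-MgCl2-KCl buffer plus DTT, spermine, BSA, pyrophosphatase · Reagent – ATP, methionine and E. coli bulk tRNA substrates · Times – 15 min enzyme-compound preincubation, 2 h reaction, 10 min detection, 25 °C · Measured by – luminescence of leftover ATP · Evaluation – percent inhibition relative to median high and low control wells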
# bovine MsrA act: activates bovine MsrA enzyme; purified bovine MsrA, absorbance read-out; activation, % at 10.6 µM; 360,000 tested, 0.3% active; AID 602163; in the data active = activation above about 7.5%;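 note: 0% = vehicle and 100% = reference activator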
# Numbers without * were called inactive; nt = no result given.
SMILES,E coli Lon inh,MLLE-PAM2 inh,MsrA inh,NRP1-CendR mod,MT1-MMP act inh,FAS TE block,SKN-1 block,Tb MetRS inh,bovine MsrA act
CC1CCCN(C(=O)c2ccc3c(=O)n(Cc4ccc5c(c4)OCO5)c(=S)[nH]c3c2)C1 (stereo not given),3,-73,-0.8,-4,4,5,-6,-1.0,-1
N#CCN1C(=S)N=C(Nc2cccc(Cl)c2)C12CCCCC2,2,-100,0.4,-6,-16,1,19,-0.9,-3
O=C(Nc1cc(S(=O)(=O)N2CCOCC2)ccc1N1CCOCC1)c1ccc([N+](=O)[O-])s1,12,-24,1.0,-6,2,5,0,-0.2,-2
COc1ccccc1Cc1c(-c2cccc(Cl)c2)nc2ccc(Cl)cn12,-23,-24,-0.1,-40,-2,8,2,0.4,-3
CC(Oc1ccc(Cl)cc1Cl)C(=O)NC(=S)N1CCc2ccccc21 (stereo not given),5,13,0.7,-2,5,20,1,-1.1,-7
CC(=O)OC(C(=O)NC1CCCCC1)c1ccc(Cl)cc1 (stereo not given),7,2,-0.1,-14,9,-5,2,0.0,-1
O=C(CSc1nnc(-c2cnccn2)n1Cc1ccco1)c1ccc(Cl)cc1,-9,8,0.6,-6,5,8,12,0.3,-1
Cc1nc2ccccc2nc1SCC(=O)N1CCC(C)CC1,-4,-10,1.8,7,5,-1,13,0.4,-3
CNC(=O)CSc1nnc(-c2ccccn2)n1Cc1ccco1,-9,-10,1.1,9,1,1,12,0.3,-2
COc1cc2nc(N(CCN(C)C)C(=O)c3ccc4ccccc4c3)sc2cc1OC,-6,8,nt,8,2,7,3,-0.4,2
CN1CCc2c(sc(NC(=O)c3ccc(C(=O)c4ccccc4)cc3)c2C(N)=O)C1,45*,-77,0.8,-69,-15,-9,-3,-0.2,-2
COc1ccc(CCNC(=O)CSc2nnnn2C)cc1OC,-2,9,-0.4,0,1,-8,-12,-1.2,-8
CCOC(=O)c1sc(=NC(=O)c2ccc(S(=O)(=O)N3CC(C)OC(C)C3)cc2)n(C)c1C (stereo not given),1,-13,0.0,1,2,-5,0,-1.0,-5
N#Cc1c(N)[nH]c(=S)c(C#N)c1-c1ccccc1,-3,-14,1.2,-11,6,-4,0,0.6,-1
COc1cccc(/C=N/NC(=O)c2ccncc2)c1OC(=O)c1ccc(Br)cc1,0,59*,nt,20,-3,9,15,-0.7,-5
O=[N+]([O-])c1ccc2nc[nH]c2c1,6,-2,2.0,0,-8,-3,-9,-0.6,-14
COc1ccc(NC(=O)CN(C)C(=O)CSc2nc3ccccc3s2)cc1,-65,-94,0.6,-99,-5,-6,-6,-0.5,-1
CC(C)(C)NC(=O)NC(=O)COC(=O)CNC(=O)c1cc(Cl)cc([N+](=O)[O-])c1,4,-9,0.9,1,1,2,9,0.1,-2
CCO/C=C1\N=C(c2ccc(F)cc2)OC1=O,8,-10,0.5,0,-1,-13,7,-0.5,-6
CCc1noc(C)c1C(=O)Nc1nnc(C(CC)CC)s1,1,-24,-0.7,9,5,-10,-19,-0.4,-10
CC(NC(=O)c1ccccc1NC(=O)CN1CCN(c2ccccc2O)CC1)c1ccccc1 (stereo not given),2,-7,-0.4,4,-2,10,14,0.1,-1
Cc1ccc(Nc2cc(C)nc3c(C)ccc([N+](=O)[O-])c23)cc1,-7,20,-0.7,10,12,25,1,-0.8,-10
CC1Cc2ccccc2N1S(=O)(=O)c1cccc(C(=O)N2CC(=O)Nc3ccccc32)c1 (stereo not given),4,-12,-1.0,-9,0,2,-8,-0.6,-6
CCOc1ccc(OCC(=O)OCC(=O)N2CCN(S(=O)(=O)c3ccc(C)cc3C)CC2)cc1,-7,-7,-0.1,-2,-2,-9,1,-0.4,-4
COC(=O)c1ccc(NC(=O)c2c(Br)cnn2C)cc1,0,34,-0.5,3,-3,-1,13,-1.0,-2
CCn1c(-c2ccc(C)cc2)n[nH]c1=S,-3,-9,-0.2,3,7,-9,11,-0.7,-4
Cc1ccc(CSCC(=O)NCCCN2CCOCC2)cc1,5,0,0.5,13,4,-4,0,-0.2,-2
CCN(CCn1cccn1)Cc1nc(-c2ccc(OC)cc2)no1,12,-10,-0.9,2,-3,-2,4,-0.6,-1
Cc1cccc2c1cnn2C(=O)Nc1ccc(Br)cc1F,0,10,0.3,-4,-1,-2,-4,0.2,0
Cc1ccc(SC(C)C(=O)Nc2cccc(N(C)S(C)(=O)=O)c2)cc1 (stereo not given),10,13,1.6,1,3,2,-10,0.0,-3
Cc1ccc(S(=O)(=O)CCC(=O)Nc2nnc(CC(C)C)s2)cc1,-12,-2,0.1,-2,1,-3,17,-0.2,-8
COc1ccc(NC(=O)/C(C#N)=C\c2ccc(-c3cc(C(=O)O)ccc3C)o2)cc1,-18,18,1.9,-13,-7,-2,-4,-0.2,3
Clc1ccc(-n2nnnc2CN2CCOCC2)cc1,-2,7,0.9,7,6,-8,-2,0.1,3
O=C(c1cccc(NS(=O)(=O)c2ccccc2)c1)N1CCCCC1,-7,2,-0.9,4,-4,-3,6,-0.3,-3
O=C(Nc1ccccc1)OCc1cc(-c2ccc(Cl)cc2)on1,-1,0,0.0,9,3,18,33,0.1,1
CCCCc1ccc(S(=O)(=O)NCCc2ccncc2)cc1,2,1,-0.1,3,-3,8,-8,-0.3,-2
CCOC(=O)c1c(S(=O)(=O)N2CCCCC2C)c(C)n(C)c1C (stereo not given),2,1,0.6,6,-1,-2,4,0.3,-2
CC(C)C[C@@H]1CC2=C(C(=O)OC(C)(C)O2)[C@H](c2ccc(Cl)cc2)O1,4,nt,1.7,-14,-5,18,10,-1.5,-3
O=C(O)C(Cc1ccccc1)n1c(=S)[nH]c2ccccc2c1=O (stereo not given),14,9,-0.6,0,-2,-3,-12,-0.8,-2
CC1CCCCN1C(=O)Cn1c(=O)oc2cc(S(=O)(=O)N3CCCC3)ccc21 (stereo not given),4,0,-0.7,8,-3,-7,-1,-1.1,-6
COc1ccc(COC(=O)c2ccc(Br)c(S(=O)(=O)N3CCOCC3)c2)cc1F,5,-9,1.7,1,6,30,5,-0.4,-2
Clc1ccc(-c2cccc3nccn23)c(Cl)c1,8,-26,0.4,-16,-6,-8,9,0.0,-2
O=S(=O)(NCc1ccc2c(c1)OCO2)c1cccc2cccnc12,-8,-8,0.2,-4,-2,-4,5,-0.1,-2
CCC(=O)Nc1nc2ccc(NC(=O)COc3ccccc3)cc2s1,-7,-1,0.1,11,2,-1,13,0.3,-2
O=[N+]([O-])c1cccc(C(=Nc2cccc(Cl)c2)NO)c1,1,3,1.1,13,1,-4,27,0.3,5
CC(OC(=O)c1ccc(O)cc1)C(=O)Nc1cc(C(F)(F)F)ccc1Cl (stereo not given),7,13,-0.7,-6,-8,14,12,-0.4,-3
Cc1ccc(-n2c(CNc3cccc(Cl)c3)n[nH]c2=S)cc1,1,-4,-1.0,20,6,-3,12,-0.1,3
COc1cccc(N(C(=O)CNC(=O)c2ccco2)C(C(=O)NC2CCCC2)c2cccnc2)c1 (stereo not given),5,8,-0.1,0,-1,-3,8,-0.5,-1
CN1CCCN(Cc2ccc(Cl)cc2Cl)CC1,7,5,0.2,4,-3,-12,0,1.2,-1
N#Cc1cccc(NC(=O)CSc2sc3c(O)cc(=O)[nH]c3c2C#N)c1,3,-10,3.3,-72,-4,1,4,0.4,-5
COc1ccccc1CNC(=S)Nc1cc(C)ccc1C,-4,-33,0.4,18,-3,-5,-15,-0.7,-1
CC(=O)Nc1cc(C(=O)NCc2ccco2)ccc1Sc1ccc(Cl)cc1,6,8,0.1,6,-5,-8,12,1.5,-1
CC1Cc2ccccc2N1C(=O)CSc1nnc2n1C(C)(C)Cc1ccccc1-2 (stereo not given),-12,-5,-0.5,7,3,10,18,0.4,0
CCOc1ccc(N2C(=O)C(c3ccccc3)=C(c3nc4ccccc4s3)C2NC(C)=O)cc1 (stereo not given),-2,-10,-0.1,-2,-3,31,1,-0.8,-9
Cc1nnc(SCc2ccccc2CSc2nnc(C)s2)s1,-3,-6,-0.1,2,0,-3,-4,-0.1,3
CC(C)(C)c1ccc(C(=O)N2CCC(NC(=O)c3ccccc3)CC2)cc1,7,-4,1.0,11,-3,-7,4,-0.8,-4
CCN1CCN(CCNC(=O)c2ccc(CS(=O)c3ccc(Cl)cc3)o2)CC1 (stereo not given),5,1,-0.3,-5,2,-10,-5,-0.5,-2
COc1ccc(/C=N/NC(=O)c2ccccc2O)cc1COc1ccccn1,-1,8,0.8,10,5,0,-4,0.1,-1
O=C(c1ccccc1)N1CCc2ccccc21,-5,-10,-0.3,3,-3,0,8,0.5,-1
C=CC[C@@H](CC(=O)N[C@@H](CO)Cc1ccccc1)C(=O)N[C@@H](COC(=O)[C@@H](CC=C)Cc1ccc(F)cc1)Cc1ccccc1,-1,9,0.5,24,-11,0,2,0.1,0

# New compounds follow
SMILES,E coli Lon inh,MLLE-PAM2 inh,MsrA inh,NRP1-CendR mod,MT1-MMP act inh,FAS TE block,SKN-1 block,Tb MetRS inh,bovine MsrA act
Cc1ccc(Oc2ccccc2NC(=O)C2=COCCO2)cc1,-3,-16,0.1,12,-4,19,5,-0.5,-11
O=C(CCCc1nc(-c2ccccc2)no1)NC1CCCC1,1,11,-0.5,10,-5,-4,18,-0.1,-2
COc1ccc(C(=O)NCC2(N3CCCCC3)CCCCC2)cc1S(=O)(=O)N(C)C,-4,-3,1.2,-9,-1,-2,15,0.1,-1
Cc1cccc(-n2ccnc2SCC(=O)Nc2nccs2)c1,2,-2,1.1,15,2,-5,0,-1.5,-4
CC(C)(C)OC(=O)N(Cc1ccccc1)Cc1ccc(OCc2cccc(NC(=O)c3ccccc3)c2)cc1,1,0,0.7,4,-3,24,-20,0.0,-4
Cc1nnc(NC(=O)CCSCCC(=O)Nc2nnc(C)s2)s1,-3,22,1.6,-35,4,2,9,3.2,-4
COc1nc(-c2cnccn2)sc1C,1,14,0.1,2,-1,1,1,-0.8,-7
O=C(CNC(=O)c1ccc(C(F)(F)F)cc1)NC1CC1,3,-7,-0.6,5,13,-3,2,-0.2,-2
CC(=O)Nc1ccc2oc(C)nc2c1,-7,2,-0.6,6,2,-6,-1,-0.2,-5
COc1ccc([N+](=O)[O-])cc1NC(=O)CCN1CCN(c2ccccc2)CC1,-10,8,-0.3,8,1,24,1,-0.2,4
CC(C)(C)c1ccc(OCC(=O)NNC(=S)NC(=O)c2ccccc2[N+](=O)[O-])c(Br)c1,1,20,-0.1,-18,5,15,-5,-0.1,-1
O=C1CSC(c2ccncc2)N1Cc1ccc(F)cc1 (stereo not given),9,35,0.7,-6,2,-6,-10,-0.2,-7
CCCCCCC(=O)Nc1nnc(CC)s1,1,-2,1.1,-8,1,1,18,-0.4,1
CCOc1cc(NC(=O)c2cccs2)c(OCC)cc1NC(=O)c1ccccn1,2,8,0.8,16,7,1,10,-0.4,-4
